High-throughput results as filed in PubChem BioAssay.
LmPK inhibitor – LmPK (Leishmania mexicana) enzyme inhibition; Potency, µM (top dose mostly 57.5 µM), inactives show at the top dose activity change, negative = inhibition, usual class: inhibitors; purified LmPK, Kinase-Glo ATP luminescence, 1 h; hit rate 0.37% among 290,000; further: potency means the concentration at half of the fitted maximal effect; on the % scale 0 is the no-effect control and ±100 the full control effect
Target sequence (Q27686 whole entry, looked up): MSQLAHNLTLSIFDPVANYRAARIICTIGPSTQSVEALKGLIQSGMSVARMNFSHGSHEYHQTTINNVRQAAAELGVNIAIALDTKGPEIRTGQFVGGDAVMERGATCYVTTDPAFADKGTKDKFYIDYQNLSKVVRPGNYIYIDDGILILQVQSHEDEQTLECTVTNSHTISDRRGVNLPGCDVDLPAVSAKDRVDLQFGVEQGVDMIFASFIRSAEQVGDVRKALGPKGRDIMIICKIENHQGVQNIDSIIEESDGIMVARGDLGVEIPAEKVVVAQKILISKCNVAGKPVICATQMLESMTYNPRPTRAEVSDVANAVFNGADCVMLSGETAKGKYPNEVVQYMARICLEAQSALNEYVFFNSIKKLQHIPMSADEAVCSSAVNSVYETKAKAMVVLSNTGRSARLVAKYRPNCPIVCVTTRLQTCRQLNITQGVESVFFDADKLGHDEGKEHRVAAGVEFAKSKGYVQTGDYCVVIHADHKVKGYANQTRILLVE
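0.1 nM LmPK, 0.5 mM PEP, 0.1 mM ADP; 50 mM imidazole pH 7.2, 7 mM MgCl2, 50 mM KCl; 1 h RT. Kinase-Glo luminescence readout, normalized to no-enzyme (full inhibition) and uninhibited wells.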
Shiga toxin inh – blocks Shiga toxin action in Vero cells | Vero cells, Shiga toxin protein synthesis inhibition reporter | inhibition, % at 38.7 µM | hit rate 9.2% among 290,000; in the data active means inhibition mostly above about 28%, no sharp cut-off; inactive means mostly below about 43%; further: 0% is about no effect
AmpC no deterg – AmpC beta-lactamase inhibition without detergent | AID 485341 | Potency, µM (series often up to 57.1 µM), without a hit: at the top dose activity change, negative = inhibition, actives largely listed as inhibitors | AmpC nitrocefin hydrolysis, absorbance 480 nm, 0.0001% Triton | hit rate 0.52% among 330,000;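 further: potency means the concentration at half of the fitted maximal effect; plate controls were no compound for no effect and no enzyme for full effect; nearly all actives have a fitted effect of over 20% in size; some results filed as inactive show a strong effect at the top dose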
Target sequence (P00811 whole entry, looked up): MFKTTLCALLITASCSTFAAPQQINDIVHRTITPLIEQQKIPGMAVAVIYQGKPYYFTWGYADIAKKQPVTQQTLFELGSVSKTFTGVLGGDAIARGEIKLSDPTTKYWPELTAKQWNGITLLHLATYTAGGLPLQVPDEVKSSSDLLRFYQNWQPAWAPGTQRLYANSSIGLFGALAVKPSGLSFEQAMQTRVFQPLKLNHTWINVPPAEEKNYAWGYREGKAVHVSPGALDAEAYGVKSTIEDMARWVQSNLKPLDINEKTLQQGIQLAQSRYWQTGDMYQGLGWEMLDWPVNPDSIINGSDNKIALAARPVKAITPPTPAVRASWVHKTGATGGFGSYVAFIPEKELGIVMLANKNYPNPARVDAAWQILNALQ
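20 mM phosphate pH 7.0 + 0.01% (detergent screen) or 0.0001% Triton X-100; 5.3 nM AmpC reagent; cpd preinc 15 min RT; nitrocefin (800 uM stock) to start; A480 q20 s × 4 min; Activity was normalised to no-enzyme and no-compound control wells.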
Tb PYK inh – blocks Trypanosoma brucei pyruvate kinase. Q57TT1. TbPYK enzyme, Kinase-Glo Plus ATP luminescence, 45 min. Potency, µM (top dose mostly 76.8 µM), inactives show at the highest dose activity, negative = inhibition, hits mostly inhibitors. hit rate 0.12% among 410,000. AID 624173; further: potency means the concentration at half of the fitted maximal effect; on the % scale 0 is the no-effect control and ±100 the full control effect; nearly all actives have a fitted effect of over 50% in size
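In this concentration-response screen, enzyme-free wells defined baseline while DMSO plates tracked drift. Each reaction combined TbPYK, substrate, compound and 130 uM ADP for 45 min at room temperature. Kinase-Glo Plus luminescence gave the signal.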
Pf growth 96h – P. falciparum growth inhibition at 96 hour, primary screen for plastid delayed-death inhibitors. Potency, µM (highest dose often 28.7 µM), inactives show top-dose activity change, negative = inhibition, usual class: inhibitors. P. falciparum luciferase reporter growth, 96 h. hit rate 6.9% among 320,000; further: potency means the concentration at half of the fitted maximal effect; on the % scale 0 is the no-effect control and ±100 the full control effect
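Two-generation exposure (96 h) targets delayed-death phenotype. Reporter parasites carrying integrated firefly luciferase, in red cells at 2% hematocrit and 0.05% parasitemia final, kept at 37 C, 5% CO2; luminescence loss indicates inhibition.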
Pf growth 48h – P. falciparum growth inhibition at 48 hours (one generation) | hit rate 5.9% among 310,000 | Potency, µM (highest dose often 28.7 µM), for inactives: at the highest dose activity change, negative = inhibition, most hits filed as inhibitors | P. falciparum luciferase growth in erythrocytes, 48 h; further: potency means the concentration at half of the fitted maximal effect; on the % scale 0 is the no-effect control and ±100 the full control effect
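Compounds are pin-transferred into medium, infected erythrocytes (2% hematocrit, 0.1% parasitemia final) are added, and plates sit one parasite generation at 37 C in 5% CO2. Detection reagent is then added and luminescence measured.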
Cycloheximide cs – counter-screen hit for Shiga toxin inhibitors, cycloheximide | cell reporter, cycloheximide protein synthesis inhibition counterscreen | max response, % | hit rate 12% among 300,000; in the data active means max response mostly above about 13%, no sharp cut-off; inactive means mostly below about 14%; further: read at 38.3 µM for the half of the compounds with a filed dose; 0% is about no effect
* hit, by the source's call; ? = inconclusive; . = not tested or not shown; [ ] = remark or other dose. Unless noted, the call rests on the fitted dose curve; in most records, active means well fitted curve in the direction sought with a large enough effect; inconclusive means small, poorly fitted or top-dose-only effect, or another doubt; inactive means no such curve, though single readings can be large; an effect the other way counts as inactive or inconclusive.

Compound	LmPK inhibitor	Pf growth 48h	Tb PYK inh	AmpC no deterg	Shiga toxin inh	Pf growth 96h	Cycloheximide cs
CC(C)CC(=O)N(c1nnc(-c2cccnc2)s1)C1CCCC1	-5%	?	1%	-3%	15	?	11*
CCN(CC)CCOC(=O)c1ccc([N+](=O)[O-])cc1	-7%	49%[activator]	0%	-14%	-12	47%[activator]	0
O=C(N1CCCCC1)C12CC3CC(C1)CC(C(=O)N1CCCCC1)(C3)C2	0%	-18%	-18%	4%	-4	.	-2
CCCCC(=O)NC(Nc1nc(C2CC2)cs1)(C(=O)OCC)C(F)(F)F (stereo not drawn)	-6%	?	-3%	-16%	14	6%	6
O=C(NCC1CCCO1)c1ccc2c(=O)n(Cc3ccco3)c(SCC(=O)N3CCCC3)nc2c1 (stereo not drawn)	-2%	?	2%	-10%	-13	-5%	-3
CC(C)(C)N1CC(C(=O)O)CC1=O (stereo not drawn)	-4%	-1%	-9%	-4%	1	4%	-3
COc1ccc(CC(=O)NNC(=O)c2cc(Cl)ccc2OC)cc1	.	0%	6%	-3%	.	14%	.
COc1ccccc1N1CCN(C(c2cccs2)C(C)NC(=O)c2cccnc2)CC1 (stereo not drawn)	11%[11.5 µM]	-15%	10%	62%[activator]	-20	-11%	-11
C/C(=N\NC(=O)C(N)=O)c1cccc(C(F)(F)F)c1	7%	0%	3%	16%	9	?	5
Fc1ccc2nc(C3CCCCN3Cc3nc(CC4CC4)no3)[nH]c2c1 (stereo not drawn)	8%	?	0%	-11%	8	0%	5
c1ccc(C(c2ccccc2)c2noc(CN3CCN(CC4CC4)CC3)n2)cc1	6%	?	0%	66%[activator]	-8	2%	1
O=C(CNC(=O)c1ccc(Cl)cc1)OCCCOC(=O)CNC(=O)c1ccc(Cl)cc1	-1%	13%	-7%	22%	31	-9%	4
c1ccc(CCNc2cnccn2)cc1	-1%	.	-4%	-5%	34*	31%[activator]	18*
CCN(CC)C(=O)CSc1nnc(-c2cc3ccccc3cc2O)n1CC	-3%	8.3µM*	5%	41%	11	-10%	-1
CCOc1ccc(OCc2ccc(C(=O)NCC3CCCO3)o2)cc1 (stereo not drawn)	6%	-9%	-2%	?	30	.	21
COc1cc2c(cc1OC)CN(C(=O)CCOc1ccccc1)CC2	0%	9%	-14%	52%	-7	0%	-2
CC(=O)Nc1ccc(S(=O)(=O)NCCc2c[nH]c3ccc(C)cc23)cc1	2%	24%	0%	-18%	-5	?	-1
O=C(CN1CCCCC1)N/N=C/c1cc2ccccc2nc1Cl	1%[11.5 µM]	-10%	-1%	-15%	29	-20%	14
COC(=O)c1ccc(CSc2nc3ccccc3c(=O)n2-c2ccccc2)o1	11%	-28%	-7%	3%	18	.	7
Cc1cccc(/C=N/NC(=O)c2cc(-c3cccnc3)nc3ccccc23)c1	1%	?	6%	-4%	9	?	-1
Cc1ccc(S(=O)(=O)NC2CC(=O)N(c3ccc4c(c3)OCCO4)C2)cc1 (stereo not drawn)	.	1%	3%	-26%	.	-20%	.
CCc1ccc(NC(=O)CN2CCc3ccccc3C2)cc1	-2%	.	2%	14%	32	-4%	14
COc1ccc(CCNC(=O)CSc2nnc3ccc(-c4cccnc4)nn23)cc1OC	6%	-16%	1%	-2%	20	?	-2
CCOC(=O)[C@@H]1[C@H]2COc3ccc(Br)cc3[C@@H]2N2C(=O)N(c3ccc(C)cc3)C(=O)[C@]12C	-5%	?	-5%	49%	-6	13µM*	1
O=c1c2ccccc2nc(CN2CCCCCC2)n1-c1ccc(F)cc1	1%	?	-9%	35%	-6	.	-2
CCC(=O)NC(=S)Nc1ccc(NC(=O)COc2ccc(Cl)cc2Cl)cc1	5%	?	-3%	-3%	16	6%	11
C=CCC1(C#N)C(SC)=NC2=C(C(=O)CC(C)(C)C2)C1c1ccc(Br)cc1 (stereo not drawn)	-1%	2.9µM*	-2%	-10%	-5	?	2
COc1ccccc1N(Cc1ccccc1)S(=O)(=O)c1cccc(C(=O)Nc2ccc(C(C)=O)cc2)c1	-1%	?	-9%	-42%	44*	3.7µM*	46*
COc1ccc(Br)cc1/C=N/N1C(=O)CSC1=S	6%	16%	-4%	28µM*	-7	?	-4
Cc1noc(C)c1COC(=O)C1CCN(S(=O)(=O)c2c(Cl)cccc2Cl)CC1	.	?	-4%	-3%	.	-9%	.

(listing goes on)
Compound	LmPK inhibitor	Pf growth 48h	Tb PYK inh	AmpC no deterg	Shiga toxin inh	Pf growth 96h	Cycloheximide cs
CCCCCCCCCCOC(=O)C[N+](C)(C)CC1CCCCC1O (stereo not drawn)	3%	-24%	1%	113%[activator]	-11	3%	-2
CCCc1nc(SCC(=O)Nc2ccccc2)c2c(=O)n(C)c(=O)n(C)c2n1	4%	46%[activator]	0%	15%	-8	4%	-3
COc1ccc(CNC(=O)C(C)OC(=O)CO/N=C(\C)c2ccc3c(c2)OCO3)cc1 (stereo not drawn)	.	?	-2%	-5%	.	?	.
COc1ccccc1-c1nc2n(n1)C(c1ccc(Cl)cc1)C(C(N)=O)=C(C)N2 (stereo not drawn)	2%	-22%	-10%	-13%	-6	0%	-2
Cc1ccc(CNC(=O)c2cc3c(=O)n4cccc(C)c4nc3n(CC3CCCO3)c2=N)cc1 (stereo not drawn)	0%	?	.	-14%	-9	8.3µM*	0
Cc1ccc(NC(=O)C(=O)NN=C2CCCC2)cc1C	-1%	54%[activator]	-4%	-14%	40	33%[activator]	10*
CS(=O)(=O)CCC(C(=O)N1CCOCC1)N1C(=O)c2cc(Cl)c(Cl)cc2C1=O (stereo not drawn)	-1%	3%	2%	-8%	9	24%	-4
COC/C=C/C1=CC2=CC(=O)C(C)(OC(=O)c3ccco3)C(=O)C2=CO1 (stereo not drawn)	3%	35%[activator]	.	25%	-5	72%[activator]	-4
CCCc1cc(N2CCCC(C(=O)Nc3c(OC)cccc3OC)C2)n2ncnc2n1 (stereo not drawn)	0%	?	3%	10%	-8	41%[activator]	0
CCCCC(=O)Nc1cccc(NC(=O)CC)c1	-3%	11%	-6%	-8%	-5	-9%	2
N#CCC(=O)N1CCN(C=O)CC1	-1%	3%	0%	2%	-9	43%[activator]	-8
COc1ccc(CCN2CC(C(=O)NCc3nc(C)c(C)s3)CCC2=O)cc1 (stereo not drawn)	-3%	-18%	4%	67%[activator]	-4	?	-2
O=C(NN(CC(O)COc1ccccc1)CC(O)COc1ccccc1)c1ccccc1 (stereo not drawn)	6%	3%	3%	0%	23	-19%	-2
Cc1ccc(NC(=O)CSc2ncnc3ccccc23)cc1S(=O)(=O)N1CCCCC1	-3%	?	-2%	-9%	23	?	-5
O=C(O)c1ccccc1-c1ccccc1C(=O)NCc1ccccc1F	-2%	-8%	3%	-13%	.	-1%	-2
COc1ccc(/C=C/C(=O)NNc2c(F)c(F)cc(F)c2F)cc1OC	3%	?	-2%	-43%	16	?	-2
CCCCN(C(=O)c1cc(CC)c(C)s1)c1c(N)n(CC(C)C)c(=O)[nH]c1=O	1%	17%	3%	-11%	-3	-3%	1
COc1cccc(C(c2sc3nc(C)nn3c2O)N2CCc3ccccc3C2)c1 (stereo not drawn)	14%	?	?	39%	-5	?	-2
COC(=O)c1cc(S(=O)(=O)NCc2cccc(OC)c2)cn1C	-3%	20%	-5%	-4%	-5	-23%	-2
O=c1n(-c2ccccc2)c(=O)n2n1CCCC2	2%	?	5%	-20%	-2	26%	-1
CCCCN1C(=O)C(=O)NC[C@@H]1C(C)CC (stereo partly drawn)	1%	61%[activator]	0%	1%	-7	45%[activator]	-1
N/N=C1\CCCc2c1[nH]c1ccc([N+](=O)[O-])cc21	0%	76%[activator]	10%	-25%	12	108%[activator]	1
c1ccc2c(CSc3ncnc4nc[nH]c34)cccc2c1	3%	?	1%	10%	19	31%[activator]	1
O=C(NCc1ccco1)C1CCN(c2ccc(N3CCOCC3)nn2)CC1	1%	24%	0%	-11%	16	?	-2
Cc1ccc(S(=O)(=O)N2CCN(C(=O)N3CCOCC3)CC2)c(C)c1	0%	?	-3%	21%	-2	0%	-1
NC(=O)C1CC(=O)N(c2ccc(OCC(=O)Nc3ccccc3F)cc2)C1 (stereo not drawn)	.	326%[activator]	1%	-17%	.	?	.
CS(=O)(=O)c1ccc(-c2cccc(NC(=O)COc3ccc(Cl)cc3)c2)nn1	-1%	-12%	3%	-11%	17	-3%	-4
CC1(C)CC(=O)C(C=NCCN2CCN(C(=O)CC3CCCC3)CC2)=C(O)C1	-1%	0%	-1%	16%	10	?	10
O=C1NC(NS(=O)(=O)c2ccc(Cl)cc2)(C(F)(F)F)C(=O)N1c1ccccc1 (stereo not drawn)	6%	-4%	-4%	-22%	-27	?	-2
C[C@@H]1CC=C[C@H]2[C@H]1C(=O)N(Cc1ccccc1)[C@H]2c1cccc([N+](=O)[O-])c1	4%	?	1%	1%	-6	?	-3

Full records from above. Order of screens: LmPK inhibitor | Pf growth 48h | Tb PYK inh | AmpC no deterg | Shiga toxin inh | Pf growth 96h | Cycloheximide cs
Cc1ccc(NC(=O)CSc2ncnc3ccccc23)cc1S(=O)(=O)N1CCCCC1 in the list: -3% | ? | -2% | -9% | 23 | ? | -5
O=C1NC(NS(=O)(=O)c2ccc(Cl)cc2)(C(F)(F)F)C(=O)N1c1ccccc1 (stereo not drawn) in the list: 6% | -4% | -4% | -22% | -27 | ? | -2
CCCc1nc(SCC(=O)Nc2ccccc2)c2c(=O)n(C)c(=O)n(C)c2n1 in the list: 4% | 46%[activator] | 0% | 15% | -8 | 4% | -3

Next section
Compound	LmPK inhibitor	Pf growth 48h	Tb PYK inh	AmpC no deterg	Shiga toxin inh	Pf growth 96h	Cycloheximide cs
Cn1c(=N)n(CC(O)c2cccs2)c2ccccc21 (stereo not drawn)	1%	?	3%	-26%	-7	68%	-4
COc1ccc(CCNc2oc(-c3ccc(C)cc3)nc2C#N)cc1OC	-1%	-19%	-3%	79%[activator]	9	-12%	12
CN(CC(=O)NCc1cccs1)S(=O)(=O)c1cccc2cccnc12	2%	.	1%	-12%	-13	?	-7
CC(=O)Nc1cc(Cl)c(N=Cc2ccc(O)cc2O)cc1Cl	0%	-1%	-7%	-38%	20	10%	-1
C#Cc1cccc(NC(=O)c2ccc(Cl)cc2Cl)c1	-12%	143%[activator]	-2%	-43%	70*	315%[activator]	20*
COc1ccc(N2C(=O)C(CC(=O)Nc3ccc(Cl)cc3)N(NC(=O)c3cccc(F)c3)C2=S)cc1 (stereo not drawn)	4%	4%	-1%	-23%	1	44%[activator]	-1
CCOC(=O)C1=C(C)OC(N)=C(C#N)C1C1CCCCC1 (stereo not drawn)	-5%	0%	1%	-6%	-11	.	-2
N#Cc1ccccc1NC(=O)Nc1cccc(Cl)c1	-2%	30%[activator]	1%	.	-14	33%[activator]	-3
COc1ccc(CNCCc2ccccc2)cc1OCC(N)=O	2%	36%[activator]	-2%	-10%	-22	55%[activator]	8

Compounds as they come; any-hit rate near 22%.
